Screening data deposited in PubChem by Sanford-Burnham Center for Chemical Genomics.
SENP8 block-1 – SENP8 protease inhibitors, primary screen, biochemical, luminescence. AID 2540, 2010. purified SENP8, Z-RLRGG-aminoluciferin cleavage. inhibition, % at 10 µM. hit rate 1.2% among 330,000. Sentrin-specific protease 8 (Homo sapiens), Q96LD8; in the data active = inhibition above about 50%
Target sequence (Q96LD8 whole entry, looked up): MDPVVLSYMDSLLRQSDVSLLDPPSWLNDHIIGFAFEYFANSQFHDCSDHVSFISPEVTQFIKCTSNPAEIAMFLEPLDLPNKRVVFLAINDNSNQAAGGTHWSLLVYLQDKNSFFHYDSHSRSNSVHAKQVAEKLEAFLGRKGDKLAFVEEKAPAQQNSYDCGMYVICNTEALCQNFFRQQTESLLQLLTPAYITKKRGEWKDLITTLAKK
UBC13 polyUb – UBC13 polyubiquitin chain formation inhibitors, primary screen, biochemical, TR-FRET, uHTS; hit rate 0.47% among 330,000; inhibition, % at 20 µM; in the data active = inhibition above about 45%, passing the limit was not always enough; inconclusive = no clear call, values can overlap the other calls
SENP1 FRET inh – human SENP1 catalytic domain inhibitors, primary screen, biochemical, FRET, uHTS; Sentrin-specific protease 1 (Homo sapiens), Q9P0U3; recombinant SENP1 catalytic domain, CyPet-SUMO1-YPet FRET cleavage; inhibition, % at 10 µM; hit rate 0.21% among 360,000;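 active = inhibition at least 30% at 10 µM, raw YFP signal under a set limit, fluorescence ratio 0.5 to 1.5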;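 note: 0% = enzyme with DMSO and 100% = no enzyme wells; some results filed as inactive read as strong as hits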
Target sequence (Q9P0U3 419-644 limits assumed): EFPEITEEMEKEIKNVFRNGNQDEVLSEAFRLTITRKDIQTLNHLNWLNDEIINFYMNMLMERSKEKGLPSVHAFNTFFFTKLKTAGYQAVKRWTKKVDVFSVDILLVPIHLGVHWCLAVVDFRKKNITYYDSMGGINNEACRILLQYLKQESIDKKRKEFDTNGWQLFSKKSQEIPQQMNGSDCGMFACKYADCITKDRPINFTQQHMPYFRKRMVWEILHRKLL
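Material: hSENP1 catalytic domain, recombinant; medium: Tris pH 8 with BME, BSA, NP40 and catalase; compound: single concentration of 10 µM compound, 0.5% DMSO final; technique: FRET read of cyan and yellow fluorescence; timing: 50 min enzyme reaction, room temperature, light-protected; reagent: SFCypet-SUMO1-SFYpet substrate at 25 nM; control set: no-enzyme low, enzyme-DMSO high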
A3G deaminase – APOBEC3G DNA deaminase inhibitors, primary screen, biochemical, fluorescence, single-stranded DNA substrate, uHTS | inhibition, % at 20 µM | hit rate 0.28% among 330,000 | DNA dC->dU-editing enzyme APOBEC-3G (Homo sapiens), Q9HC16 | recombinant A3G, ssDNA deamination FAM/TAMRA fluorescence;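 active = inhibition of at least 40% at 20 µM, with no more than 30% in the related APOBEC3A deaminase screen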;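 note: plate controls were DMSO wells with A3G for no effect and wells lacking A3G enzyme for full effect; some compounds called inactive have numbers as strong as hits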
Apaf-1 inh – inhibitors of human Apaf-1 apoptosome, primary screen, biochemical, DEVD-Rh110 fluorescence, uHTS; Apoptotic protease-activating factor 1 (Homo sapiens), O14727; reconstituted apoptosome caspase-3 activity; inhibition, % at 20 µM; hit rate 0.71% among 330,000; AID 489030, 2010; active = inhibition of at least 40% at 20 µM;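 note: plate controls were DMSO wells for no effect and DEVD-CHO caspase inhibitor wells for full effect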
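Material: cell-free apoptosome with Apaf-1, procaspase-3 and caspase-9; Buffer or medium: Hepes pH 7.5 with detergent and BSA; Reagent: cytochrome c trigger plus (Z-DEVD)2-Rh110 caspase-3 substrate; Times: compound with Apaf-1, dATP, procaspase-3 30 min, then 50 min reaction, room temperature; Technique: Rh110 fluorescence intensity.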
SENP6 inh – SENP6 protease inhibitors, primary screen, biochemical, luminescence, uHTS. Sentrin-specific protease 6 (Homo sapiens), Q9GZR1. Recombinant SENP6 catalytic domain, aminoluciferin luminescence. inhibition, % at 10 µM. hit rate 1.8% among 330,000;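 active = inhibition above about 50% at the single tested dose, limit read from the data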;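 note: plate controls were DMSO wells with enzyme for no effect and DMSO wells lacking enzyme for full effect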
Target sequence (Q9GZR1 628-1112 limits assumed): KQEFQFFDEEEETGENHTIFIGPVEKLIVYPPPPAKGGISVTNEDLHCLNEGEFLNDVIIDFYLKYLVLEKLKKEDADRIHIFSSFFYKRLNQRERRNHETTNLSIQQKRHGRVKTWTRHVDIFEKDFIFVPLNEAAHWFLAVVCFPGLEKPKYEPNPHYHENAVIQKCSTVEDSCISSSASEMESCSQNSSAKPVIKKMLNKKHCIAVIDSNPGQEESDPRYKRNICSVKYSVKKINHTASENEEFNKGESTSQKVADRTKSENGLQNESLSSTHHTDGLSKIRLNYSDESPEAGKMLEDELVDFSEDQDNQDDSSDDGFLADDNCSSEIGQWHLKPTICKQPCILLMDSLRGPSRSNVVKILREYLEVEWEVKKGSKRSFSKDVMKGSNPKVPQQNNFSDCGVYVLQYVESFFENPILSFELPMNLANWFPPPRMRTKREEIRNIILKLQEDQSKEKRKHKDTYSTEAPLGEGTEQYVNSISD
SENP7 block – SENP7 protease inhibitors, primary screen, biochemical, luminescence, uHTS. inhibition, % at 5 µM. hit rate 1.5% among 330,000. Sentrin-specific protease 7 (Homo sapiens), Q9BQF6. recombinant SENP7, Z-RLRGG-aminoluciferin luminescence, 40 min;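 active = inhibition above about 50% at the single test dose, limit read from the data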;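 note: plate controls were DMSO with enzyme for no effect and no enzyme buffer wells for full effect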
SENP8 block-2 – human SENP8 protease inhibitors, primary screen, biochemical, fluorescence, Nedd8 protein substrate, uHTS | recombinant SENP8 | inhibition, % at 20 µM | hit rate 0.64% among 360,000 | AID 602440, 2012; in the data active = inhibition mostly above about 40%, no sharp cut-off; inactive = mostly below about 27%
The depositor's hits bear a star; ? = inconclusive.

compound	SENP8 block-1	UBC13 polyUb	SENP1 FRET inh	A3G deaminase	Apaf-1 inh	SENP6 inh	SENP7 block	SENP8 block-2
COC(=O)C1=C(N)Oc2cc(C)n(Cc3cccnc3)c(=O)c2C1c1ccc(OC)c(OC)c1OC (configuration not stated)	0	7	1	-6	1	-13	4	25
COc1ccc(C(C#N)Nc2ccc(C)cc2)cc1 (configuration not stated)	-5	0	2	4	8	5	3	16
CCN(CC)CCCN1C(=O)C(=O)/C(=C(/O)c2ccc3c(c2)OCCO3)C1c1ccco1 (configuration not stated)	6	6	-3	2	1	13	0	31
Cc1ccc(Sc2ccc(C(=O)N(C)C)cc2[N+](=O)[O-])cc1	-9	-12	2	-9	8	-14	-5	7
c1ccc2c(c1)oc1c(NCCCn3ccnc3)ncnc12	-8	-4	0	2	12	-28	-7	18
CN1CCN(NS(=O)(=O)c2ccc(Cl)s2)CC1	-11	-12	-4	-75	10	-5	-7	10
Cc1ccc(C(=O)/C=C/c2c[nH]c3ccccc23)cc1	-12	11	-20	-5	-2	-2	-2	-271
COc1cc(CCC(=O)Nc2cc(C)cc(C)c2)cc(OC)c1OC	-5	-3	2	3	-5	7	-1	3
Cc1cc(C(=O)CN2C(=O)C(=O)N(Cc3ccccc3)C2=O)c(C)n1Cc1ccc(F)cc1	-7	-19	0	-5	8	-15	-13	10
O=C(NCC1CCCO1)C1CCCN(c2ncccn2)C1 (configuration not stated)	-2	-2	0	-5	1	-2	-3	-38
O=C(N[C@@H](Cc1ccccc1)C(=O)OCc1ccccc1)c1nc[nH]c1C(=O)N1CCc2ccccc2C1	-4	-33	-2	-4	33	-2	-5	22
Cc1cc(SCC(=O)Nc2ccc(O)cc2)n2nc(C)c(-c3ccccc3)c2n1	-4	30	2	-4	-15	-3	3	-3
O=C(OC(C(=O)NCC1CCCO1)c1ccccc1F)c1ccco1 (configuration not stated)	2	-11	2	-13	1	2	-7	19
COc1cccc(/C=N/NC(=O)Cn2nc(C)c([N+](=O)[O-])c2C)c1O	1	24	3	-5	5	-2	-2	-3
Cc1ccc(S(=O)(=O)N(C)c2ccc3ccccc3c2)cc1	5	13	1	-10	13	-8	3	5
CN(CCOc1ccccc1)C(=O)C1CCC(=O)N(CCN2CCOCC2)C1 (configuration not stated)	9	2	-3	1	9	6	2	6
Cc1ccc(NC(=O)CCC(C(=O)O)N2C(=O)c3ccccc3C2=O)cc1 (configuration not stated)	1	8	1	-6	-1	-4	5	12
Cc1ccc(NC(=O)CCn2cnc3ccccc3c2=O)cc1Cl	6	-2	4	-4	-3	-3	6	20
O=C(NCc1ccc(N2CCCC2=O)cc1)c1ccc(F)cc1	7	-2	3	-8	-20	-11	-2	21
CCC(C)NC(=O)c1ccc(NS(=O)(=O)c2ccc3[nH]c(=O)[nH]c3c2)cc1 (configuration not stated)	4	2	0	5	-5	-12	-3	-1
Cc1c(Cl)cccc1NC(=S)N1CCC(C(N)=O)(N2CCCCC2)CC1	0	-3	0	-3	-2	3	5	10
Nc1nc(OCC(F)(F)F)cc(Oc2ccccc2F)n1	3	10	0	-7	-1	-6	0	8
O=C(NC(=S)N1CCN(c2ccc([N+](=O)[O-])cc2)CC1)c1ccc(F)cc1	1	-6	-4	-1	11	1	3	24
Cc1ccc(CNC(=O)CCS(=O)(=O)c2cc3c(cc2Cl)NC(=O)CO3)cc1	-1	0	0	-4	-6	7	5	16
N#Cc1c(N)[nH]c(=S)c(C#N)c1-c1ccccc1	7	?	-69	7	8	10	3	-102
O=C(Cn1cnc2c(oc3ccccc32)c1=O)NCCc1ccccc1	-5	-2	1	-4	-15	-22	-4	4
COc1ccc(CN(CC(=O)NCCC(C)C)C(=O)CCC(=O)Nc2nccs2)cc1	-9	0	2	3	9	10	-6	-1
O=C(NCCNC(=O)c1ccccc1Cl)c1ccco1	1	2	0	3	3	-5	-5	17
CCOc1ccc(-c2nnn(CC(=O)Nc3cc(OC)cc(OC)c3)n2)cc1OCC	-2	2	-1	-6	-12	-3	-1	14
O=C(NNC1=C(C(=O)C(F)(F)F)CCC1)c1ccc(Br)cc1	-7	-2	-11	-5	-1	23	-11	31
CC1=C(C(=O)O)N2C(=O)C(NC(=O)c3ccccc3Cl)C2SC1 (configuration not stated)	7	7	1	0	-1	-2	-3	17
CCC(=O)Nc1cccc(NC(=O)c2ccc(C)cc2Cl)c1	-5	18	2	-6	-11	-19	2	14
CCOc1ccc(C2SCC(=O)N2c2c(C)n(C)n(-c3ccccc3)c2=O)cc1 (configuration not stated)	-8	-6	0	-2	0	-10	-2	13
Clc1ccc(CSc2nncn2-c2ccccn2)cc1	-8	-5	2	-7	-2	0	-6	7
CCC(C(=O)Oc1c(C(C)C)cccc1C(C)C)c1ccccc1 (configuration not stated)	0	1	0	-8	1	-21	3	17
N/C(=N\OC(=O)CC1CCCCC1)c1ccccn1	36	-9	5	-2	8	35	43	11
O=C(Nc1ccc(Br)cn1)c1cccc2ccccc12	-11	4	4	7	12	-20	8	23
Cc1cccc(N2CC(C(=O)Nc3nnc(SCC(=O)Nc4nccs4)s3)CC2=O)c1 (configuration not stated)	-3	-2	0	-3	10	-13	4	16
Cc1ccn2c(Nc3ccccc3C)c(-c3ccncc3)nc2c1	-6	12	-7	-10	-5	1	-6	-268
Cc1ccccc1N(CC(=O)NCCc1ccccc1)C(=O)CCC(=O)Nc1ccccn1	1	3	1	-2	9	-2	0	10
O=C(Nc1ccn(CC(=O)N2CCN(c3ccccn3)CC2)c(=O)n1)OCc1ccccc1	-1	9	4	2	2	-4	3	-1
O=C(CCOc1ccccc1)Nc1ccc(S(=O)(=O)N2CCCC2)cc1	-7	-3	1	4	7	-5	-6	10
CCOc1ccc(C(=O)NCC(=O)Nc2ccc(N3CCOCC3)cc2)cc1OCC	-1	2	2	7	1	0	6	15
O=C(Nc1ccc(S(=O)(=O)N2CCc3ccccc3C2)cc1)c1ccccc1	-1	7	0	3	-12	6	-3	15
O=[N+]([O-])c1ccccc1CNCCCCCO	6	3	1	-5	-3	15	-1	-40
O=C(NCc1ccccc1)C1CCN(S(=O)(=O)N2CCOCC2)CC1	0	8	1	-2	-11	-3	0	14
C=C(C)COc1ccc(-c2[nH]ncc2-c2ccccc2OC)c(O)c1	-4	7	1	-3	28	-8	-2	2
NC(=O)CC(NC(=O)Cc1ccc(Br)cc1)c1ccc(NCCc2ccccc2F)c([N+](=O)[O-])c1 (configuration not stated)	2	-38	9	-5	-5	0	0	30

Individual results from the results shown.
SENP1 FRET inh, O=C(Nc1ccn(CC(=O)N2CCN(c3ccccn3)CC2)c(=O)n1)OCc1ccccc1 → 4
SENP8 block-2, O=[N+]([O-])c1ccccc1CNCCCCCO → -40

Additional compounds follow:
compound	SENP8 block-1	UBC13 polyUb	SENP1 FRET inh	A3G deaminase	Apaf-1 inh	SENP6 inh	SENP7 block	SENP8 block-2
COC(=O)c1ccc(NC(=O)c2ccccc2NS(=O)(=O)c2ccccc2)cc1	-13	8	-3	0	2	-3	4	-350
COc1ccccc1Cn1c(=S)[nH]c2cc(C(=O)NCCCN3CCOCC3)ccc2c1=O	5	16	1	-4	16	18	6	2
CCOc1ccc(CN(C(=O)c2oc3cc(C)ccc3c2C)C2CCS(=O)(=O)C2)cc1 (configuration not stated)	-8	-1	-1	-1	34	-6	-3	10
CCCOC(=S)NC(=O)c1sc2ccccc2c1Cl	-2	-1	1	-1	0	14	2	12
CN(C)c1cc(O)c(C(=S)Nc2ccccc2)c(N(C)C)c1	-9	-10	7	-5	31	0	-4	15
CN1C(=O)CSc2ccc(NC(=O)NCc3ccccc3)cc21	6	-5	5	-1	1	-5	8	6
O=C(Cc1ccccc1)NNS(=O)(=O)c1ccc(F)cc1	-3	5	0	-10	0	-3	0	13
Cc1cccc(NC(=S)/N=C(\N)Nc2nc(C)c3ccc(C)cc3n2)c1	-3	-8	-1	-4	3	-13	3	10
COc1ccccc1NS(=O)(=O)c1cc(NC(=S)NCCN2CCOCC2)ccc1N1CCOCC1	-3	11	1	15	3	8	-1	9
CC1(C)Cc2c(sc3nc(SCC(=O)NCc4ccco4)n(-c4ccccc4)c(=O)c23)CS1	-6	-21	-1	-5	21	-4	-4	-395
O=C1c2ccccc2S(=O)(=O)N1CC1CC(c2ccccc2Cl)=NO1 (configuration not stated)	-5	9	-1	-4	1	14	2	15
Nc1nnc(SCC(=O)Nc2cc(S(=O)(=O)N3CCOCC3)ccc2Cl)s1	-2	-6	-1	-3	-14	-16	13	-4
CS(=O)(=O)N(CC(=O)NCC1CCCO1)c1cc(Cl)cc(Cl)c1 (configuration not stated)	4	4	3	-3	-31	-18	3	18
CCOC(=O)C1CCN(C(=O)C(C)Sc2nnc3ccccn23)CC1 (configuration not stated)	-6	-6	1	-1	-8	0	4	-6
COc1ccc(CCNS(=O)(=O)c2ccc(C(=O)NCc3ccco3)cc2)cc1OC	-57	4	0	-4	0	-5	13	6
O=C(NCc1cccnc1)C(=O)C1C(=O)Nc2ccccc21 (configuration not stated)	-4	-8	1	2	2	30	-5	14
CC(=O)Nc1ccc2c(c1)CCc1ccccc1-2	-16	-5	-1	-10	11	7	-13	12

Outcome played no part in choosing rows (roughly 3.6% active in at least one column).
